M4 ag = CHRM4 agonism in calcium assay | AID 624127 | 360,000 tested, 0.14% active | activation, % at 3 µM | CHO-K1 hM4/Gqi5, Fluo-8 calcium fluorescence; vehicle 0%, full acetylcholine response 100%;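 active means activation above the run mean over all test wells plus 3 SD, cut at about 32% in these data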;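 further: peak over basal fluorescence ratio per well then scaled between controls; 0% = DMSO wells and 100% = acetylcholine at EC100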
Target sequence (P08173 whole entry, looked up): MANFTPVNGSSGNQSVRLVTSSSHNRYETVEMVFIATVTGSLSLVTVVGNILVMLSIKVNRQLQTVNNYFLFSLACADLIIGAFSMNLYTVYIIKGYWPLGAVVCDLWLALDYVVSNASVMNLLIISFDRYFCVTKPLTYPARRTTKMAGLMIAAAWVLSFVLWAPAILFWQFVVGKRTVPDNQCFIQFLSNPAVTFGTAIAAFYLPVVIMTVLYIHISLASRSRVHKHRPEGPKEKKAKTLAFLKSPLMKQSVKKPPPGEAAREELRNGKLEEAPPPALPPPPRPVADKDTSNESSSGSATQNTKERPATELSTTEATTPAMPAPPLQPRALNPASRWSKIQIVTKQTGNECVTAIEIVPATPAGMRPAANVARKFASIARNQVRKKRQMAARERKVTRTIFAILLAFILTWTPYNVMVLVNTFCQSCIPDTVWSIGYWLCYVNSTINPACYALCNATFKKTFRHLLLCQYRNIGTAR
TAAR1 ag = agonists of human TAAR1. Q96RJ0. CHO RD-HGA16 TAAR1, Fluo-8 calcium fluorescence; vehicle wells 0%, saturating PEA agonist 100%. activation, % at 3 µM. 360,000 tested, 0.99% active. AID 624467;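 active means activation above the mean activation of all test compounds in the run plus 3 SD, cut at about 38% in these data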
Target sequence (Q96RJ0 whole entry, looked up): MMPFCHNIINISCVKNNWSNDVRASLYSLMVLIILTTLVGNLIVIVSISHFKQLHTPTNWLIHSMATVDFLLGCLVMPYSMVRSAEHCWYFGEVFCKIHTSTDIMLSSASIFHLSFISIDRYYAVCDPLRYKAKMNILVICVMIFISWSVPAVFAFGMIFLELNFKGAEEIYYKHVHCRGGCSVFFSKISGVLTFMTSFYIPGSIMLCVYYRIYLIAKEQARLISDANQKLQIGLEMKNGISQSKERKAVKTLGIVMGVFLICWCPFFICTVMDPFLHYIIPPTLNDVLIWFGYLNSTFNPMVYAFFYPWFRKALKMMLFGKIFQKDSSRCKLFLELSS
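Test system: RD-HGA16 (CHO) cells co-expressing Gα16 and hTAAR1 | Doses: Single dose, 3 µM | Schedule: 17-24 h seeding, 75 min 37 °C dye, 30 min RT | Evaluation: % activation from peak over basal fluorescence ratio, DMSO-to-PEA scaled | Technique: Kinetic Fluo-8 calcium fluorescence | Benchmarks: Low control DMSO, high control PEA (EC100)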
M5 ag = agonists of human muscarinic M5 receptor (CHRM5); 360,000 tested, 0.19% active; activation, % at 3 µM; AID 624037; CHO-K1 hM5 cells, Fluo-8 calcium fluorescence; 0% DMSO wells, 100% maximal acetylcholine response; P08912;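 active means activation above the run's mean over test compounds plus 3 SD, cut at about 23% in these data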;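 further: signal is peak over basal fluorescence ratio across the kinetic read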
M1 ag = activates human CHRM1 receptor; CHO-K1 hM1, Fluo-8 calcium fluorescence, agonist mode; 0% DMSO, 100% acetylcholine EC100; AID 588814; 360,000 tested, 0.33% active; activation, % at 3 µM; P11229;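 active means activation above the run's mean compound activation plus 3 SD, cut at about 16% in these data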;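 further: peak over basal fluorescence ratio within a 140 s kinetic read after compound addition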
M5 antag = blocks acetylcholine activation of human M5 receptor | P08912 | CHO-hM5 cells, Fluo-8 calcium fluorescence, ACh EC80 | inhibition, % at 3 µM | 360,000 tested, 0.59% active | AID 624040;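 active means inhibition above a per-plate cutoff, the mean of that plate's test compounds plus 3 SD, cut at about 27% in these data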;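 further: 0% = acetylcholine EC80 with DMSO and 100% = DMSO without agonist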
CHRM4 antagonist = antagonists of human muscarinic M4 receptor (CHRM4); P08173; AID 624125; CHO-hM4 cells, ACh EC80, Fluo-8 calcium fluorescence; 360,000 tested, 0.73% active; inhibition, % at 3 µM;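 active means inhibition above its plate's cutoff, the mean inhibition of sample wells plus 3 SD, cut at about 27% in these data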;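 further: 0% = acetylcholine EC80 with DMSO and 100% = DMSO without agonist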
M1 PAM = human CHRM1 positive allosteric modulation. P11229. 360,000 tested, 0.088% active. CHO-K1 hM1, Fluo-8 calcium fluorescence, ACh EC20; 0% = ACh EC20, 100% = maximal ACh. activation, % at 3 µM. AID 588819; in the data active means activation above about 19%, passing the limit was not always enough
M1 antag = human CHRM1 antagonism; P11229; 360,000 tested, 1.3% active; CHO-K1 hM1, Fluo-8 calcium fluorescence, ACh EC80 antagonist; AID 588852; inhibition, % at 3 µM;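 active means percent inhibition above its own plate's cutoff, namely the mean of that plate's compound wells plus 3 SD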;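 further: peak over basal fluorescence ratio during 140 s after agonist addition; 0% = ACh EC80 plus DMSO and 100% = DMSO alone without agonist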
M5 PAM = positive allosteric modulators of human muscarinic M5 receptor | AID 624038 | 360,000 tested, 0.3% active | activation, % at 3 µM | CHO-K1 hM5, Fluo-8 calcium, ACh EC20 PAM; 0% = ACh EC20, 100% = ACh EC100 | P08912;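 active means activation above the run cutoff, the mean activation of all test compounds plus 3 SD, cut at about 18% in these data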
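Test system: CHO-K1 hM5 cells / Doses: single-point, 3 µM nominal / Times: Post-acetylcholine fluorescence recording 140 s / Technique: Fluo-8 calcium fluorescence / Measure: Max/basal fluorescence ratio as % of EC20–EC100 ACh window / Benchmarks: low control EC20 acetylcholine (0%), high control EC100 acetylcholine (100%) / Replicates: one well per compound, no replicates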
Starred values were filed as active, the others as inactive; x = not tested or not shown.

SMILES	M4 ag	TAAR1 ag	M5 ag	M1 ag	M5 antag	CHRM4 antagonist	M1 PAM	M1 antag	M5 PAM
O=C(Nc1cccnc1)c1ccc(S(=O)(=O)c2ccc(Cl)cc2)cc1	11	12	7	-2	6	3	-3	-4	-7
c1ccc2c(c1)OCC(c1nn3cnnc3s1)O2 (stereo unspecified)	0	5	1	-6	2	4	4	-2	-2
CN1CCN(c2ccc(-c3cc(NC=O)c4ncc(-c5ccccc5)n4c3)cc2)CC1	3	3	-2	-7	4	1	0	-6	-5
Cc1ccccc1C(=O)N1CCN(c2ccc(NC(=O)Cc3ccccc3)cc2)CC1	5	2	-2	-2	8	-1	4	4	-7
O=C(Nc1ccccc1)C1=C[C@H](c2ccc(C(F)(F)F)cc2)C[C@H](OCCCCO)O1	3	1	2	-5	12	-10	0	-3	0
NC(=O)CSc1nnc(C2CC2)n1-c1ccccc1	1	4	3	1	-5	-8	8	-9	2
Cc1cc(C)c(NC(=O)Cn2c(=O)c3cccn3c3ccccc32)c(C)c1	0	0	-3	-2	6	-7	6	-7	-2
COc1c(C(C)C)oc2cc3oc(=O)ccc3cc12	-2	25	-6	-4	5	-3	-2	4	0
COc1ccccc1CC(=O)Nc1cc2oc3ccccc3c2cc1OC	-1	-1	2	-4	-4	3	1	-1	3
O=C(NC(=S)Nc1ncc(Br)cc1Br)c1cncc(Br)c1	0	8	0	-4	-3	-2	3	-5	4
C[C@H](CO)N1C[C@H](C)[C@H](CN(C)S(=O)(=O)c2cn(C)cn2)OCc2cnnn2CCCC1=O	0	1	0	-3	-13	-16	1	0	2
CCC(=O)c1cn(CC(=O)Nc2ccc(C)cc2C)c2ccccc12	6	0	2	8	-4	-19	12	-7	-1
CCOC(=O)c1cnc(SCC(=O)c2ccc(Cl)cc2)nc1N	2	2	-2	-5	-5	0	2	-6	-1
COc1ccc(CN2C(=NC(=O)CCc3ccccc3)SC3CS(=O)(=O)CC32)cc1 (stereo unspecified)	1	4	-4	2	-10	3	-2	15	4
CC(=O)Nc1ccc(Nc2cc(C)c3ccccc3n2)cc1	4	0	-3	-8	-5	8	5	-13	-3
COc1ccc(-c2cc3c(c4c2ccn4C)C2CCC3C2)cc1 (stereo unspecified)	-2	-1	1	-6	1	-4	-6	5	-4
COc1cc(OC)c(C2=NOC(C(=O)Nc3c(C)nn(CC(=O)N4CCCC4)c3C)C2)cc1Cl (stereo unspecified)	0	7	-2	-4	2	-1	2	-7	3
Cc1ccc(S(=O)(=O)N2CCN(S(=O)(=O)N3CCOCC3)CC2)cc1C	2	10	1	-4	4	4	1	2	-3
COc1ccc(CN(C2CC2)S(=O)(=O)c2ccccc2Br)cc1	5	-1	0	-6	-4	-7	-7	3	-8
O=C(Cc1ccc(Cl)cc1)Nc1cc(Cl)ccn1	-1	0	-6	-4	2	-7	-6	-1	-2
CCCCCCN1C[C@H](O)[C@@H](n2cc(-c3ccc(F)cc3)nn2)C[C@@H]1c1ccc(Cl)cc1	0	4	1	0	1	-16	14	-15	-2
COC(=O)CN1C(=O)[C@H]2[C@@H](c3ccc(C)o3)N3C(=O)CN(CCO)C(=O)[C@@]3(C)[C@H]2C1=O	2	1	3	-2	8	-4	14	-15	4
COc1cc(OC)c(C(=O)/C=C/c2ccc(OCc3ccccc3)c(OC)c2)c(OC)c1	0	-2	1	-2	7	-6	16	-20	2
Nc1ccccc1SC/C=C/CSc1ccccc1N	-1	-1	-5	-4	4	0	11	-14	-4
COc1ccc(NC(=O)c2cc(CC(C)C)on2)cc1OC	2	0	-1	-6	-1	-13	5	-13	0
Next part:
SMILES	M4 ag	TAAR1 ag	M5 ag	M1 ag	M5 antag	CHRM4 antagonist	M1 PAM	M1 antag	M5 PAM
CSc1ccc(C#N)cc1NC(=O)c1ccc(Cl)nc1	1	3	1	-3	-7	2	-3	-2	-10
c1coc(CNc2nc(-c3ccncc3)cs2)c1	3	2	0	-3	-4	-4	8	-6	4
Cc1oc(-c2ccc(Cl)cc2)nc1CN1CCCN(C(=O)c2ccco2)CC1	4	-1	-5	-6	17	-3	-3	1	-11
CC(C)CN(C(=O)CN(C)C(=O)c1ccco1)c1c(N)n(CC(C)C)c(=O)[nH]c1=O	1	5	2	-1	-6	-5	10	-12	7
O=C(NC1CCCCC1)C(c1ccccc1)N(Cc1ccco1)C(=O)Cn1cnc2ccccc21 (stereo unspecified)	4	12	-8	-8	-3	-18	4	-22	-3
CC1Cc2ccccc2N1C(=O)CCNS(=O)(=O)c1cccc2nsnc12 (stereo unspecified)	6	6	-3	-3	-12	2	8	-51	3
Cc1ccccc1NS(=O)(=O)c1ccc(C(=O)NCc2ccccc2CN2CCCC2)cc1	7	9	-8	-6	8	-3	-25	29	-8
Oc1ccc(-c2csc(-c3cccnc3)n2)c(O)c1	3	-1	-6	-11	-6	2	7	-2	0
C=CCNC(=O)c1ccccc1NS(=O)(=O)c1ccc(SC)cc1	2	13	3	-4	4	8	2	0	0
Cc1ccc(O)c(NC(=O)c2cc(-c3ccccc3Cl)on2)c1	0	-1	-8	-2	28*	4	2	-15	-9
NC(=O)C1(Nc2ccc([N+](=O)[O-])cc2)CCCC1	1	2	-2	-1	21	0	-2	-3	-10
CN(C)C(CNC(=O)c1ccco1)c1cccs1 (stereo unspecified)	0	3	-6	-7	1	-17	3	-10	1
COC(=O)[C@@H]1CCCN1Cc1c(C(=O)N2CCOCC2)nc2c(C)cccn12	1	3	0	-3	6	2	-5	20	-3
COc1cccc(OCCn2c(C)c(/C=N/n3cnnc3)c3ccccc32)c1	4	6	-1	-3	1	5	-11	6	-2
COc1cccc(NC(=O)CSc2nc3ccccc3n2C)c1	1	4	0	-4	2	7	-6	12	-9
CC(C)NS(=O)(=O)c1ccc(OCC(=O)Nc2cccc3ccccc23)cc1	2	8	-1	-2	-2	4	3	-8	-4
O=C(CC(SCCO)c1ccc(F)cc1)c1ccco1 (stereo unspecified)	1	1	-1	2	-2	4	11	-20	3
CCOC(=O)c1c(NC(=O)CSc2nnnn2-c2ccc(OC)cc2)sc(C)c1C	0	24	5	0	2	-3	3	2	1
CCN(CC(=O)Nc1c(F)cccc1F)C(=O)CCNS(=O)(=O)c1ccccc1C(F)(F)F	1	3	-1	-3	5	-2	16	-6	4
Nc1ccc(-c2nc3cc([N+](=O)[O-])ccc3o2)cc1	7	5	-4	-2	11	10	-1	3	-6
COc1ccc(CC2c3cc(OC)c(OC)cc3CC[N+]2(C)CCC(=O)OCCCCCOC(=O)CC[N+]2(C)CCc3cc(OC)c(OC)cc3C2Cc2ccc(OC)c(OC)c2)cc1OC (stereo unspecified)	0	3	-1	-6	-4	-1	0	-16	-2
COc1ccccc1-c1cc(C(F)(F)F)nc(S(=O)(=O)CCCC(=O)Nc2cccnc2Cl)n1	2	2	2	-6	-5	-10	9	-11	15
CCC(C)(C(=O)Nc1c(C)cccc1C)N(C)C(=O)c1ccc2ccccc2n1 (stereo unspecified)	1	1	-3	-1	6	37*	4	-3	2
O=C(C1=NNCC1c1ccccc1)C1OC1c1ccccc1 (stereo unspecified)	2	4	0	-1	12	2	5	-6	0
CCOCCCNC(=S)NCCNc1nc2c(C)cccc2cc1C#N	3	x	1	-3	-5	1	5	-26	3

Of the compounds above, 2 have a cyano group.
SMILES	M4 ag	TAAR1 ag	M5 ag	M1 ag	M5 antag	CHRM4 antagonist	M1 PAM	M1 antag	M5 PAM
CSc1ccc(C#N)cc1NC(=O)c1ccc(Cl)nc1	1	3	1	-3	-7	2	-3	-2	-10
CCOCCCNC(=S)NCCNc1nc2c(C)cccc2cc1C#N	3	x	1	-3	-5	1	5	-26	3

(listing goes on)
SMILES	M4 ag	TAAR1 ag	M5 ag	M1 ag	M5 antag	CHRM4 antagonist	M1 PAM	M1 antag	M5 PAM
CCCCCn1c(N(C)Cc2ccccc2)nc2c1c(=O)[nH]c(=O)n2C	3	-2	-4	-9	0	-15	6	-16	-4
O=C(c1ccc(S(=O)(=O)Nc2ccccc2Cl)cc1)N1CCOCC1	1	2	3	-1	8	1	7	-12	-3
COC(=O)CSc1nc(C(C)C)nc2ccccc12	0	6	-5	-7	-4	-5	6	-7	-4
CCCCN(C)CCNC(=O)CCNC(=O)Cn1ccc2ccccc2c1=O	1	1	2	-2	2	-10	10	-6	4
COc1cccc2c(SCC(=O)N/N=C/c3ccc(O)c(O)c3)cc(C)nc12	9	10	0	-7	7	3	-2	1	-5
COc1cc(NC(=O)CCNC(=O)N2CC(=O)Nc3ccccc32)cc(OC)c1OC	0	-1	2	-2	-14	-10	4	-12	8
CC(C)CC(C(=O)OCC(=O)Nc1ncc(Cl)cc1Cl)N1C(=O)c2ccccc2C1=O (stereo unspecified)	4	21	-6	1	3	0	2	-20	1
Cc1nnsc1C(=O)Nc1cccc(Cl)c1C	0	-1	-1	-3	-3	0	5	-19	6
NCCCC[C@H]1CNC(=O)C(=O)N1CCCCC1CCCCC1	1	15	-1	-6	11	-4	5	1	-3
Cc1ccc(NC(=O)CN2CCN(CCN=CC3=C(O)CC(C)(C)CC3=O)CC2)cc1	0	3	-4	-5	13	7	7	-11	4
CCSc1nnc(-c2ccc(OC)cc2)o1	-1	-2	-2	-2	3	4	8	-11	0
Cc1cccc(NC(=O)c2ccc(S(=O)(=O)N(C)c3ccccc3)cc2)n1	16	6	1	2	-1	-2	-16	6	-9
O=C(OCc1nnc(-c2ccc([N+](=O)[O-])cc2)o1)C1CCN(C(=O)c2ccc(F)cc2)CC1	6	0	8	-1	6	-6	-5	-1	-8
O=C(NNC(=S)NC(=O)c1cccs1)c1ccc(NC(=O)c2ccccc2)cc1	-2	3	-3	-3	7	6	-3	4	-2
COc1nc(OC)nc(N2CCC(C(=O)NCc3ccco3)CC2)n1	0	5	3	-5	5	-9	8	-4	-5
COC(=O)c1nn(-c2ccc(OC)cc2)c(=O)cc1O	1	11	-4	-6	9	0	1	1	-10
Cc1ccc(C(=O)NC(=S)NNC(=O)CCN2CCOCC2)cc1	1	1	4	0	0	-12	17	-14	12

An excerpt from above in order of molar mass, lowest first.
SMILES	M4 ag	TAAR1 ag	M5 ag	M1 ag	M5 antag	CHRM4 antagonist	M1 PAM	M1 antag	M5 PAM
CCSc1nnc(-c2ccc(OC)cc2)o1	-1	-2	-2	-2	3	4	8	-11	0
Cc1cccc(NC(=O)c2ccc(S(=O)(=O)N(C)c3ccccc3)cc2)n1	16	6	1	2	-1	-2	-16	6	-9
O=C(OCc1nnc(-c2ccc([N+](=O)[O-])cc2)o1)C1CCN(C(=O)c2ccc(F)cc2)CC1	6	0	8	-1	6	-6	-5	-1	-8

Quoted from the listing.
In M1 antag, O=C(OCc1nnc(-c2ccc([N+](=O)[O-])cc2)o1)C1CCN(C(=O)c2ccc(F)cc2)CC1 has -1
In CHRM4 antagonist, CC(C)CC(C(=O)OCC(=O)Nc1ncc(Cl)cc1Cl)N1C(=O)c2ccccc2C1=O (stereo unspecified) has 0

This is a subset; the hit share may differ from the screen's.
